PNC inhibitor = perinucleolar compartment assembly inhibition. PC3M PTB-GFP, PNC prevalence imaging, 16 h; hits give low values. activity change (PNC), negative = inhibition, % at 10 µM. 140,000 compounds, 3.1% hits;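 active = readout at or below -70, meaning at least 70% loss of cells showing the perinucleolar compartment, a nuclear body marking cancer cells; inconclusive = readout between -30 and a set limit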;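 note: plate controls were DMSO wells for no effect and camptothecin positive control wells for full effect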
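Compounds are pinned in duplicate onto adhered PC3M cells stably expressing GFP-tagged PTB and incubated 16 h at 37 C. Cells are then fixed, nuclei stained with Hoechst, and PNC-positive cells counted.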
12-hLO inh = inhibitors of human 12-lipoxygenase (ALOX12); purified 12-hLO, xylenol orange hydroperoxide absorbance; 150,000 compounds, 0.12% hits; P18054; Potency, µM (doses to about 57.1 µM), for the others: top-dose activity change, negative = inhibition, hits mostly inhibitors; note: potency is the fitted concentration of half-maximal effect; nearly all actives have a fitted effect of over 55% in size; many of its hits are not listed in these tables
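Hydroperoxide formation by human 12-lipoxygenase from 40 uM arachidonic acid was followed colorimetrically via ferric-xylenol orange complex, using the 573/405 nm absorbance ratio. Enzyme concentration was 150 nM, with 30 min reaction at room temperature.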
IMPase cell inh = IMPase inhibition in cells; CHO-M1 cells, IP1 accumulation, HTRF TR-FRET ratio; 120,000 tested, under 10 active; AID 901; inhibition (IP1 accumulation), % at 46.1 µM; active = well fitted curve in the direction sought with a large enough effect in the signal ratio, not every such curve was filed as active; inconclusive = small, poorly fitted or top-dose-only effect, or a change in a side signal; inactive = no such curve, though single readings can be large or run the other way; the % refers to the signal ratio;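 note: cells stimulated with carbachol in lithium chloride buffer; plate controls were DMSO basal wells for no effect and reference inhibitor wells for full effect; higher means more IMPase inhibition seen as more IP1 and lower FRET ratio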
Target sequence (P97697 whole entry, looked up): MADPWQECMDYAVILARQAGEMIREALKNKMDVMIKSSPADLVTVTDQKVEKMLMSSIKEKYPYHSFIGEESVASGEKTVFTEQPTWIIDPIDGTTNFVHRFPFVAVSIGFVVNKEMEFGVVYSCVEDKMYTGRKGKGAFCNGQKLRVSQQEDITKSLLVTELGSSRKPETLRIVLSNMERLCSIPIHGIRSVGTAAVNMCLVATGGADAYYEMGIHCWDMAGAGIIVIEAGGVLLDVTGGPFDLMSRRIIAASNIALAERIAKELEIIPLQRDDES
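The IP-One HTRF competitive assay in carbachol-stimulated CHO-M1 cells quantifies cellular IP1. Compounds spanned up to 46 uM final, and activity is expressed as AC50 from concentration-response fits of the ratio and donor data.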
ALOX15B inhib = blocks human 15-lipoxygenase 2 activity; purified 15hLO-2, xylenol orange hydroperoxide absorbance; Potency, µM (highest dose often 57.1 µM), for the others: at the top dose activity change, negative = inhibition, actives largely listed as inhibitors; 110,000 compounds, 0.56% hits; AID 881; note: potency is the fitted concentration of half-maximal effect; nearly all actives have a fitted effect of over 60% in size; many of its hits are not listed in these tables
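Purified human 15hLO-2 (50 nM) preincubated 15 min with compound, then 45 uM arachidonic acid for 90 min at RT in 25 mM Hepes pH 7.5, 0.01% Triton X-100. Hydroperoxide detected by Fe-xylenol orange; 573/405 nm absorbance ratio.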
The depositor's hits bear a star; ? = inconclusive; . = not tested or not shown; [ ] = remark or other dose. Unless noted, calls come from the whole dose curve; as a rule, active = well fitted curve in the direction sought with a large enough effect; inconclusive = small, poorly fitted or top-dose-only effect, or another doubt; inactive = no such curve, though single readings can be large; an effect the other way counts as inactive or inconclusive. Unless noted, % is set by controls: 0 for no effect and ±100 for the full control effect. An excerpt, so the mix of outcomes need not match the whole.

cpd	mol	PNC inhibitor	12-hLO inh	IMPase cell inh	ALOX15B inhib
1	COc1cc(C(=O)N(CCc2ccccc2)C2CC3CCC(C2)N3C)cc(OC)c1OC (stereo not given)	18	2%	9	12%
2	CCOc1ccc(Cc2c(Cl)nc(SC)nc2N(C)C)cc1	6	-3%	.	.
3	CCN(CC)c1ccc2c(c1)OC(N)=C(C#N)C2c1cccnc1 (stereo not given)	-99*	6%	12	3%
4	COc1cc(-c2nc3n(n2)C(c2cccc(OC)c2OC)C2=C(CCCC2=O)N3)cc(OC)c1OC (stereo not given)	93	4%	6	.
5	Cc1ccccc1NC(=O)CC1(c2ccc(N(C)C)cc2)C(=O)c2ccccc2C1=O	-90*	-1%	0	-7%
6	CC(CCCC(C)(C)O)NCCO (stereo not given)	20	1%	-2	9%
7	COC(=O)C1CCN(c2ccc(C(N)=O)cc2[N+](=O)[O-])CC1	-26	0%	-7	.
8	CCS(=O)(=O)N1CCC(NC(=O)c2cc(OC)cc(OC)c2)CC1	26	3%	6	-3%
9	CNS(=O)(=O)c1ccc(N2CCCC2=O)c([N+](=O)[O-])c1	-24	-5%	.	.
10	COc1ccc(CN2C(=O)C(O)(CC(=O)c3c(C)n[nH]c3C)c3ccccc32)cc1OC (stereo not given)	?	-7%	11	1%
11	Cc1nc2cnc(Oc3ccccc3)nc2n(CCc2ccccc2)c1=O	.	2%	.	-1%
12	Cc1cc(C(=O)Nc2c(C)cccc2C)n(-c2ccccc2)n1	21	4%	-6	1%
13	CCN(CC)C(=O)c1sc2[nH]c(=S)n(-c3ccccc3)c(=O)c2c1C	88	0%	-11	?
14	COC(=O)COC(=O)c1ccc(Oc2nc(OC)nc(N(C)C)n2)cc1	1	-2%	7	6%
15	CCCCNC(=S)N(Cc1c(C)noc1C)c1ccccc1	?	-4%	-1	.
16	O=C(NCc1ccc(F)cc1)C1CCCN(S(=O)(=O)c2cccc3nsnc23)C1 (stereo not given)	44	11%	-9	-4%
17	CC1CCCN(C(=O)CSCC(=O)Nc2nc(-c3cccs3)cs2)C1 (stereo not given)	?	-12%	4	-5%
18	COc1ccc(-c2nc(C#N)c(NCC3CCCO3)o2)cc1 (stereo not given)	13	-3%	-5[1.84 µM]	-21%[11.4 µM]
19	Cc1cccc(NC2=NC(=S)N(CC#N)C23CCCCC3)c1	-1	-4%	.	.
20	O=C(NCCc1ccccc1)C1CCCN(C(=O)NC2CCCCC2)C1 (stereo not given)	-20	-2%	-1	-3%

cpd	mol	PNC inhibitor	12-hLO inh	IMPase cell inh	ALOX15B inhib
21	O=C(Cn1c(=O)oc2ccccc21)N1CCCCC1	-5	2%	3	9%
22	COCCCn1c2nc3ccccc3nc2c2c(=O)n(Cc3ccccc3Cl)cnc21	29	2%	-1	-16%
23	Cc1cccc(NC(=O)Cn2c(=O)oc3ccccc32)c1	18	1%	5	0%
24	CCCCCCCCCCCCC/C=C\[C@@H](O)[C@H](CO)NC(C)=O	.	-2%	-1	20%
25	COc1ccc(S(=O)(=O)N[C@@H](CC(C)C)C(=O)O)cc1	-11	0%	-12	1%
26	O=C(COC(=O)c1cnccn1)c1ccccc1	10	6%	-1	-3%
27	O=C(Nc1nc(-c2ccc3c(c2)OCO3)cs1)C1COc2ccccc2O1 (stereo not given)	0	-17%	-2	2%
28	CC(=O)Nc1ccc(S(=O)(=O)NNC(=O)COc2ccc(C(C)(C)C)cc2)cc1	33	-5%	-6	-28%
29	O=C(Cn1c(=O)oc2ccccc21)N1CCN(c2ccccc2)CC1	-18	-1%	-11	1%
30	Cc1onc(-c2ccccc2Cl)c1C(=O)N1CC(C)OC(C)C1 (stereo not given)	34	3%	-17	-2%
31	O=C(COC(=O)c1ccccc1)NCc1ccco1	7	2%	5	-10%
32	FC(F)(F)c1cccc(NC(=S)N2CCN(c3ccccc3)CC2)c1	30	1%	.	.
33	COc1cc(C(=O)Oc2ccc3c(c2)OCC3=O)cc(OC)c1OC	?	-8%	3	-10%
34	CCNc1nc2ccccc2[nH]1	-109*	2%	4	7%
35	O=C(CSCCO)Nc1ccccc1	-11	-1%	0	-4%
36	C[C@H]1C2=C3C(C[C@H]4C(=O)N(c5ccccc5)C(=O)[C@H]4[C@H]3[C@@]3(Cc4ccccc4)C(=NCCc4c[nH]c5ccccc45)OC(=O)N3C2=O)[C@H]2C(=O)N(c3ccccc3)C(=O)[C@H]21 (stereo not given in full)	.	-2%	.	-19%
37	Cn1c(=O)c2c(nc(N/N=C/c3cccs3)n2Cc2ccc(Br)cc2)n(C)c1=O	41	-8%	.	.
38	Cc1cc(C(=O)Nc2ccc(S(=O)(=O)Nc3onc(C)c3C)cc2)c(C)o1	?	-4%	15	-1%
39	CN(C)CCn1c(=S)[nH]c2ccccc2c1=O	?	-6%	-2	-4%
40	Cc1cccc(C2NC(c3cccc(C)c3)C([N+](=O)[O-])C(C)(C)C2[N+](=O)[O-])c1 (stereo not given)	-4	-2%	.	.

A different layout for some results above.
(20) O=C(NCCc1ccccc1)C1CCCN(C(=O)NC2CCCCC2)C1 (stereo not given)
(21) O=C(Cn1c(=O)oc2ccccc21)N1CCCCC1
(22) COCCCn1c2nc3ccccc3nc2c2c(=O)n(Cc3ccccc3Cl)cnc21
(23) Cc1cccc(NC(=O)Cn2c(=O)oc3ccccc32)c1
(24) CCCCCCCCCCCCC/C=C\[C@@H](O)[C@H](CO)NC(C)=O
(25) COc1ccc(S(=O)(=O)N[C@@H](CC(C)C)C(=O)O)cc1
(26) O=C(COC(=O)c1cnccn1)c1ccccc1
(27) O=C(Nc1nc(-c2ccc3c(c2)OCO3)cs1)C1COc2ccccc2O1 (stereo not given)
(28) CC(=O)Nc1ccc(S(=O)(=O)NNC(=O)COc2ccc(C(C)(C)C)cc2)cc1
(29) O=C(Cn1c(=O)oc2ccccc21)N1CCN(c2ccccc2)CC1
screen / no. | 20 | 21 | 22 | 23 | 24 | 25 | 26 | 27 | 28 | 29
PNC inhibitor | -20 | -5 | 29 | 18 | . | -11 | 10 | 0 | 33 | -18
12-hLO inh | -2% | 2% | 2% | 1% | -2% | 0% | 6% | -17% | -5% | -1%
IMPase cell inh | -1 | 3 | -1 | 5 | -1 | -12 | -1 | -2 | -6 | -11
ALOX15B inhib | -3% | 9% | -16% | 0% | 20% | 1% | -3% | 2% | -28% | 1%

(30) Cc1onc(-c2ccccc2Cl)c1C(=O)N1CC(C)OC(C)C1 (stereo not given)
(31) O=C(COC(=O)c1ccccc1)NCc1ccco1
(32) FC(F)(F)c1cccc(NC(=S)N2CCN(c3ccccc3)CC2)c1
(33) COc1cc(C(=O)Oc2ccc3c(c2)OCC3=O)cc(OC)c1OC
(34) CCNc1nc2ccccc2[nH]1
(35) O=C(CSCCO)Nc1ccccc1
(36) C[C@H]1C2=C3C(C[C@H]4C(=O)N(c5ccccc5)C(=O)[C@H]4[C@H]3[C@@]3(Cc4ccccc4)C(=NCCc4c[nH]c5ccccc45)OC(=O)N3C2=O)[C@H]2C(=O)N(c3ccccc3)C(=O)[C@H]21 (stereo not given in full)
(37) Cn1c(=O)c2c(nc(N/N=C/c3cccs3)n2Cc2ccc(Br)cc2)n(C)c1=O
screen / no. | 30 | 31 | 32 | 33 | 34 | 35 | 36 | 37
PNC inhibitor | 34 | 7 | 30 | ? | -109* | -11 | . | 41
12-hLO inh | 3% | 2% | 1% | -8% | 2% | -1% | -2% | -8%
IMPase cell inh | -17 | 5 | . | 3 | 4 | 0 | . | .
ALOX15B inhib | -2% | -10% | . | -10% | 7% | -4% | -19% | .

Fetched one by one from above:
cpd	mol	PNC inhibitor	12-hLO inh	IMPase cell inh	ALOX15B inhib
36	C[C@H]1C2=C3C(C[C@H]4C(=O)N(c5ccccc5)C(=O)[C@H]4[C@H]3[C@@]3(Cc4ccccc4)C(=NCCc4c[nH]c5ccccc45)OC(=O)N3C2=O)[C@H]2C(=O)N(c3ccccc3)C(=O)[C@H]21 (stereo not given in full)	.	-2%	.	-19%
29	O=C(Cn1c(=O)oc2ccccc21)N1CCN(c2ccccc2)CC1	-18	-1%	-11	1%

(more compounds)
cpd	mol	PNC inhibitor	12-hLO inh	IMPase cell inh	ALOX15B inhib
41	O=C(COc1ccc(Cl)cc1)NCc1nnc(SCC(=O)NC2CCCC2)o1	-3	0%	-13	6%
42	O=CNC(=O)c1ccccc1C(=O)O	?	2%	5	-3%
43	O=S(=O)(NCCSc1ccccc1)c1ccc(F)cc1	-27	-9%	13	-1%
44	CC(C)CCNC(=O)CCS(=O)(=O)c1cccc2nonc12	-23	-4%	2	-4%
45	COc1ccc(CNC(=O)Cc2csc(Nc3nc(=S)[nH]c4ccccc34)n2)cc1	?	-5%	-8	?
46	C/C(=N\N1CCN(C2c3ccccc3-c3ccccc32)CC1)c1cccnc1	97	-9%	-18	44%[activator]
47	Cc1ccc(C)c(NC(=S)NCc2cccn2C)c1	?	-11%	-1	-26%
48	COc1ccc(OCC(=O)NCc2cccnc2)cc1	37	-1%	0	-3%
49	CN(C)c1oc(-c2ccco2)nc1C#N	-19	-4%	4	-4%
50	O=C(NC1CCCc2ccccc21)c1cccc(Br)c1 (stereo not given)	-27	-3%	.	.
51	COc1ccc(CCn2c(N3CCN(C)CC3)nc3c2c(=O)[nH]c(=O)n3C)cc1	-3	0%	1	-5%

Source: PubChem
